RBX1-CUL1 inh: inhibitors of human ROC1-CUL1 ubiquitin ligase activity; E3 ubiquitin-protein ligase RBX1 (Homo sapiens) + Cullin-1 (Homo sapiens), P62877+Q13616; in vitro K48 di-Ub FRET, acceptor:donor ratio, 45 min; inhibition, % at 10 µM; 0.6% of 140,000 active; AID 1347404, 2020; in the data active = inhibition above about 25%
Target sequence (P62877 whole entry, looked up): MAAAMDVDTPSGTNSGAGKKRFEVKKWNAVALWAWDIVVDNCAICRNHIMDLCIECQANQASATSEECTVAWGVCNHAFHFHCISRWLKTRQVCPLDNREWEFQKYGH
Target sequence (Q13616 whole entry, looked up): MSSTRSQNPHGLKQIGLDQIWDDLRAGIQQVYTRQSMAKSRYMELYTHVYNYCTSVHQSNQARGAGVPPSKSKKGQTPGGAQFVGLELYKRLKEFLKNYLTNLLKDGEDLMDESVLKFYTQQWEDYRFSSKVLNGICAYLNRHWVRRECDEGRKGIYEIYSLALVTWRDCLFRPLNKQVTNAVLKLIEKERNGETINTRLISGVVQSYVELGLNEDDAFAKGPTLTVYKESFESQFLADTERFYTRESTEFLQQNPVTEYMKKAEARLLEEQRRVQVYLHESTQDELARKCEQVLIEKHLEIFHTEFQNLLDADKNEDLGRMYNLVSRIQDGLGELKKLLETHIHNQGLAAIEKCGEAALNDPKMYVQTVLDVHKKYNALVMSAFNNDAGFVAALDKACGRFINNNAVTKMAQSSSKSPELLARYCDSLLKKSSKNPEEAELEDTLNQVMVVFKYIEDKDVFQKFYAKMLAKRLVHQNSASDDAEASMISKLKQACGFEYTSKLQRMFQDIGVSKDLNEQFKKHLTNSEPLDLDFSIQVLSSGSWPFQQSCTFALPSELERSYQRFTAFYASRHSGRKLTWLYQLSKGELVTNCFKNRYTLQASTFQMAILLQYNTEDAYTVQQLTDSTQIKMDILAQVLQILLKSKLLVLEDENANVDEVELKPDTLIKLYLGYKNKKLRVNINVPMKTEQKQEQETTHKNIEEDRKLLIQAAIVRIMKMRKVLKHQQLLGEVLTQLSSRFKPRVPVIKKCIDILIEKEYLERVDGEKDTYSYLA
* = called active by the depositor; & = joins results of further samples. Only part of the results is shown (hit frequency here may not be typical).

SMILES	RBX1-CUL1 inh
Cc1ccc(-n2c(SCC(=O)Nc3cccc(C)c3)nc3sc4c(c3c2=O)CCCC4)cc1	-2.5
COc1ccccc1Cc1nc2ccccc2nc1SCC(=O)Nc1cccc(Cl)c1C	2.5
CC(C)C(=O)Nc1ccc2c(c1)nc1n2CCSC1	2.0
COc1ccc(N2CCN(CCCNC(=O)c3nnc(Cc4ccc(F)cc4)o3)CC2)cc1	-14.3
CN(C)S(=O)(=O)N1CCC(C(=O)NC(C)(C)C)CC1	-4.1
COc1cc(Br)c(-c2nc3c(c(C)nn3-c3ccccc3)c3cc(OC)c(OC)cc23)cc1OC	-2.4
CCN=C1SC(CC(=O)Nc2ccccc2CC)C(=O)N1CC (stereo not given)	8.6
O=C(CCc1nc2ccccc2[nH]1)N/N=C/c1ccc2c(c1)OCO2	-4.1
CCC(C)(C)C1CCc2c(sc(NC(=O)C3c4ccccc4Oc4ccccc43)c2C(N)=O)C1 (stereo not given)	-1.0
O=C(Nc1ccccc1)Oc1cccc(NC(=O)N2CCCCC2)c1	-0.2
CCN1CCN(C(=O)c2cn(Cc3ccccc3C(F)(F)F)nn2)CC1	-3.6
CCN(c1cccc(C)c1)S(=O)(=O)c1cc(Br)cc2c1N(C(C)=O)C(C)C2 (stereo not given)	-6.8
CCOc1ccc(-n2c(CC)nc3c(cnn3-c3ccc(Cl)cc3)c2=O)cc1	3.7
Cc1cc(Nc2ccc(Br)cc2)c2c(N)cc(C)c(C)c2n1	9.8
COc1ccc(Br)cc1C1N(c2ccccc2)CCN1c1ccccc1	8.7
O=C(CC1(c2ccccc2Cl)CC(=O)N(C2CCCC2)C1=O)N1CCN(C(=O)c2ccco2)CC1 (stereo not given)	-5.1
COc1ccc(-n2ncc(C(=O)Nc3ccc(C)cc3Cl)c2C2CCN(C(=O)OC(C)(C)C)CC2)cc1	-15.2
c1ccc2oc(N3CCCCC3)nc2c1	-1.9
COc1ccc(CCNC(=O)/C(C#N)=C\c2cn[nH]c2-c2ccc(C)cc2)cc1OC	5.5
C/C(=N\NC(=O)c1ccco1)c1ccc(NC(=O)c2cccs2)cc1	-15.5
COC(=O)CCCN1C(=O)C(CC(=O)Nc2ccc(OC(C)=O)cc2)SC1=Nc1ccccc1 (stereo not given)	5.3
Fc1ccc(CNCc2ccc(Cl)c(Cl)c2)cc1	1.1
C=CCOc1c(Br)cc(/C=C2\N=C(c3ccccc3)OC2=O)cc1OCC	-4.7
Cc1cc2c(c(=O)o1)C(c1cccnc1)C(C#N)C(=N)O2 (stereo not given)	0.9

In the list so far, these have four or more nitrogen atoms.
SMILES	RBX1-CUL1 inh
COc1ccc(N2CCN(CCCNC(=O)c3nnc(Cc4ccc(F)cc4)o3)CC2)cc1	-14.3
O=C(CCc1nc2ccccc2[nH]1)N/N=C/c1ccc2c(c1)OCO2	-4.1
CCN1CCN(C(=O)c2cn(Cc3ccccc3C(F)(F)F)nn2)CC1	-3.6
CCOc1ccc(-n2c(CC)nc3c(cnn3-c3ccc(Cl)cc3)c2=O)cc1	3.7
COc1ccc(-n2ncc(C(=O)Nc3ccc(C)cc3Cl)c2C2CCN(C(=O)OC(C)(C)C)CC2)cc1	-15.2
COc1ccc(CCNC(=O)/C(C#N)=C\c2cn[nH]c2-c2ccc(C)cc2)cc1OC	5.5

Next section.
SMILES	RBX1-CUL1 inh
CCOC(=O)c1ccc(NS(=O)(=O)c2cc(Br)cc3c2N(C(C)=O)C(C)C3)cc1 (stereo not given)	-11.2
COc1ccc(CNC(=O)C2CCCN(S(=O)(=O)N(C)c3ccc(F)cc3)C2)cc1OC (stereo not given)	2.9
Cc1ccc2nc(CCC(C)C3CCC4C5CC[C@@H]6CC(O)CC[C@]6(C)C5CC[C@]34C)[nH]c2c1 (stereo not given in full)	-1.0
CSCCCNC(=O)CC1C(=O)NCCN1CCc1ccccc1 (stereo not given)	5.8
O=S1(=O)NC(Nc2cccc(C(F)(F)F)c2)C2CCCCC21 (stereo not given)	-3.8
O=C(/C=N/O)c1ccc(Cl)cc1Cl	2.9
CC1CCCN(C(=O)CCS(=O)(=O)c2cc3c(cc2Cl)NC(=O)CO3)C1 (stereo not given)	3.8
O=C(CSc1nc2c([nH]c3ccccc32)c(=O)n1-c1ccc(F)cc1)N1CCc2ccccc21	-5.6
COc1cc(Cl)c(C)cc1NC(=O)c1cn(CC(C)C)c(=O)c2cc(OC)c(OC)cc12	0.1
CCOC(=O)C1=C(c2ccccc2)N=c2s/c(=C\c3ccc([N+](=O)[O-])o3)c(=O)n2C1c1ccc(OCC)cc1 (stereo not given)	-0.9
CCc1ccc(S(=O)(=O)c2cnc(SCC(=O)Nc3ccc(OC)cc3OC)[nH]c2=O)cc1	4.0
Cc1ccc(-c2nnc(SCC(N)=O)n2N)cc1	-3.5
CC(c1nccs1)N(C)Cc1c(C(=O)N(C)CCc2ccccc2)nc2sccn12 (stereo not given)	-3.6
Cc1cccc(NS(=O)(=O)c2ccc3c(c2)[C@H]2C=CC[C@H]2[C@@H](c2ccc(F)cc2)N3)c1	0.6
Cc1ccc2oc(-c3ccc(C)c(NC(=O)c4ccc5c(c4)OCCO5)c3)nc2c1	-0.6
CSc1ccccc1NC(=O)COc1ccccc1C	1.3
CCOc1cc(C=C2C(=O)c3ccccc3C2=O)cc(Cl)c1OCC(=O)O	24.4
CC(C)Oc1ccc(CNC(=O)c2ccc(CS(=O)Cc3ccccc3Cl)o2)cc1 (stereo not given)	2.7
COc1cccc(C(=O)Nc2c(C(=O)N3CCN(c4ccc(F)cc4)CC3)oc3ccccc23)c1	-4.4
CN(C(=O)c1ccc(=O)n(C)n1)C1CCCN(CCc2ccccc2)C1 (stereo not given)	-0.1
CCN(CC)c1ccc(NC(=O)Cn2cc3c(n2)CCCC3)c(C)c1	0.3
COc1ccccc1C1CN(CCNC(=O)CCc2ccc3c(c2)OCO3)Cc2ccccc2O1 (stereo not given)	4.0
Cc1ccc(C(=O)Nc2ccc(S(=O)(=O)CC(O)(Cn3cncn3)c3ccc(F)cc3F)cc2)cc1 (stereo not given)	3.9
Cc1ccn(CCC(=O)NCc2cccnc2Oc2ccc(C)c(F)c2F)n1	9.4

Reprinted from the part before: two entries, then new ones.
SMILES	RBX1-CUL1 inh
Cc1ccc(C(=O)Nc2ccc(S(=O)(=O)CC(O)(Cn3cncn3)c3ccc(F)cc3F)cc2)cc1 (stereo not given)	3.9
Cc1ccn(CCC(=O)NCc2cccnc2Oc2ccc(C)c(F)c2F)n1	9.4
O=C(Nc1ccc2oc(-c3cccc4c(Br)cccc34)nc2c1)c1ccc(Br)cc1	7.4
CCCc1cc(CN(C)Cc2cnc(S(C)(=O)=O)n2CCCOC)[nH]n1	6.2
Cc1ccc(Nc2nnc(-c3ccc(C)c(S(=O)(=O)N4CCCCC4)c3)c3ccccc23)cc1	-2.4
Cc1nc(CNC(=O)c2cccc(OC3CCN(C(=O)C4CC4)CC3)c2)sc1C	0.7
Cc1nnc(NC(=O)CSc2nnc(Cc3c(C)[nH]c4ccccc34)o2)s1	-2.2
C/C(CCc1ccccc1)=N\NC(=O)CN(c1ccc(Br)cc1)S(=O)(=O)c1ccccc1	12.1
COc1cccc(NC(=S)NNC(=O)c2ccc(OC(F)F)c(OC)c2)c1	-13.3
COc1ccc(-n2nc(C#N)c(C)c(C(=O)O)c2=O)cc1	-9.2
CCc1ccc(NC(=O)CCNS(=O)(=O)c2ccc3c(c2)CCCC(=O)N3)cc1	5.4
CCC(C(=O)NCc1ccccc1OC)n1nc(C)n2c(cc3sccc32)c1=O (stereo not given)	-7.1
O=C(/C=C(/c1ccccc1)C(F)(F)F)c1cccs1	-9.9
CC(C)Oc1ccc(C(=O)NCC(c2ccc(N(C)C)cc2)N2CCc3ccccc32)cc1 (stereo not given)	4.7
c1cc(-c2nccs2)nc(-c2nccs2)c1	6.3
CCCn1cc(S(=O)(=O)c2ccc(C)c(C)c2)c(=O)c2cc(F)c(N3CCC(C)CC3)cc21	3.1
COc1ccccc1C1CCCN1C(=O)CSc1ccc2nnc(-c3cccnc3)n2n1 (stereo not given)	-0.1
COc1cccc(C(=O)Nc2ccc(C)cc2Br)c1	0.8
Cc1nc2ccc(Cl)cc2c2c1CCN2c1ccccc1	6.7
CCOC(=O)C1CCN(C(=O)c2nn(-c3ccc(OC)cc3)c(=O)c3c2c2ccccc2n3C)CC1	0.5
COc1ccc([N+](=O)[O-])cc1NC(=S)Nc1ccccc1	-14.5
C#CCCOC(=O)c1ccncn1	-13.5
CCC(=O)N1CCc2cc(S(=O)(=O)NC(Cc3ccccc3)C(=O)NCc3ccc(C)cc3)ccc21 (stereo not given)	5.3
CC1=Nc2ncnn2C(c2ccc(Br)cc2)C1C(=O)Nc1ccccc1 (stereo not given)	2.6
CCN(CC)C(=O)Cn1c(=O)n(CC2CCC(C(=O)NC)CC2)c(=O)c2sccc21 (stereo not given)	-5.4
CCn1cc(CN2CCOc3ccc(C4=Cc5ccccc5C4)cc3C2)c(C)n1	-6.2
Cc1c(Cl)cccc1NC(=O)C1CCN(c2nc3ccccc3[nH]2)CC1	8.5
CCOc1ccc(NC(=O)C(Sc2ccccc2)c2ccccc2)c([N+](=O)[O-])c1 (stereo not given)	-7.7
Cc1cc(Nc2cccc(Br)c2)n2c(nc3ccccc32)c1C#N	2.4
Cc1ccc2c(c1)sc1nc(=O)n(-c3ccc(Cl)cc3)c(=O)n12	-9.5&7.0
Cc1ccc(C(=O)c2cn(CC(=O)Nc3ccc(C)cc3Cl)c3nc(C)ccc3c2=O)cc1	2.1
CC1(C)CC(=O)C2C(=Nc3ccccc3NC2c2c(F)cccc2Cl)C1 (stereo not given)	1.7
Nc1nnc(SCc2ccc(C(=O)Nc3ccc(Br)cc3)cc2)s1	-0.1
O=C(NCCc1ccc(Cl)cc1)C1(c2cccs2)CCOCC1	-9.7
Cc1ccccc1C(=O)Oc1ccc(Sc2ccc(O)cc2)cc1	-8.5
COC(=O)c1cc(-c2ccc(OC)c(OC)c2)c2c(=O)[nH]c(=O)n(C)c2n1	0.1
C=C(C)Cn1c(SCC(=O)c2ccccc2)nc2sc3c(c2c1=O)CC(C)(C)OC3	-10.2
COc1cc(OC)cc(C(=O)Nc2cc3c(cc2N2CCOCC2)n(C)c(=O)n3C)c1	-1.1
O=C(CN1C(=O)c2ccccc2S1(=O)=O)Nc1ccc(C2C3CC4CC(C3)CC2C4)cc1 (stereo not given)	-4.0
COc1ccc(NC(=O)C2CCCN2S(=O)(=O)c2cccc3cccnc23)cc1OC (stereo not given)	-1.5
Cc1ccc(NC(=O)Nc2nnc(N3CCCC3)s2)cc1C	5.1
Cc1ccc2c(c1)CN(CC(=O)NCc1cn3c(C)cccc3n1)CC(c1ccsc1)O2 (stereo not given)	1.9
O=C1CCCN1c1ccc(S(=O)(=O)NCC2CCCO2)cc1 (stereo not given)	2.3
COC(CNC1CCCc2c1[nH]c1ccc(C)cc21)OC (stereo not given)	7.0
COc1ccc(C(=O)NCC2Cc3cc(-c4nc(C)cnc4C)ccc3O2)c(OC)c1 (stereo not given)	1.5
O=C(NC1CCCC1)C1CCCN(C2CCN(C3Cc4ccccc4C3)CC2)C1 (stereo not given)	7.8
COc1cc(C(=O)O)c2cc3c(cc2c1)OCO3	-0.2
COc1ccc(N2CCN(C(N)=O)CC2)cc1	1.4
CN(C)CC/C=C1/c2ccccc2CS(=O)(=O)c2ccccc21	6.6
COC(=O)[C@]1(C)C[C@H](C(=O)NCC(C)(C)C)[C@H](c2ccccc2C)N1C	1.6

Sorted by value in RBX1-CUL1 inh (falling): some entries from above.
SMILES	RBX1-CUL1 inh
O=C(NC1CCCC1)C1CCCN(C2CCN(C3Cc4ccccc4C3)CC2)C1 (stereo not given)	7.8
CN(C)CC/C=C1/c2ccccc2CS(=O)(=O)c2ccccc21	6.6
O=C(CN1C(=O)c2ccccc2S1(=O)=O)Nc1ccc(C2C3CC4CC(C3)CC2C4)cc1 (stereo not given)	-4.0

Additional entries follow:
SMILES	RBX1-CUL1 inh
CCOC(=O)c1c(C)[nH]c(C)c1S(=O)(=O)N1CCC(C(=O)Nc2cc(Cl)ccc2OC)CC1	0.5
CC1=Nc2nc(CCCO)nn2C(c2cccc(F)c2)C1C(=O)Nc1ccccc1C (stereo not given)	-0.5
CC(=O)N1CCC(C(=O)NC2CCC(C)CC2)CC1 (stereo not given)	-1.2
COc1ccc(OC)c(C2C3=C(N=c4s/c(=C/c5ccc(-c6ccc([N+](=O)[O-])cc6Cl)o5)c(=O)n42)c2ccccc2CC3)c1 (stereo not given)	-8.4
Cc1ccc(NC(=O)CCN2CCCCCC2)c(C)c1	2.4
CC#CC(=O)N1CCc2onc(C(c3ccccc3)c3ccccc3)c2C1	7.8
CC1=Nc2nc(-c3cccs3)nn2C(c2cccc(Br)c2)C1C(=O)Nc1cccnc1 (stereo not given)	-6.8
CC1=C(C(=O)Nc2ccccc2)C(c2ccc(C)o2)n2c(s/c(=C/c3cn[nH]c3-c3ccccc3)c2=O)=N1 (stereo not given)	2.5
CC1(C)CC(C)(c2ccc(O)cc2)c2ccccc2O1 (stereo not given)	-5.4
CCCCNC(=O)c1ccc(NC(=O)c2ccco2)cc1	5.5
Cc1cccc(-c2nc3c4ccccc4nc(N4CCN(c5ccc(F)cc5)CC4)n3n2)c1	3.7
COc1cc(-c2[nH]ncc2CN(C)Cc2ccccc2C(F)(F)F)cc(OC)c1OC	4.3
CCOC(=O)N1CCN(S(=O)(=O)Cc2ccc(F)cc2)CC1	10.9
CCOC(=O)c1sc(NC(=O)C2CCCCC2C(=O)O)c(C(N)=O)c1C (stereo not given)	-3.4
COc1ccccc1N1CCN(S(=O)(=O)c2c(C)sc3ncn(CC(=O)Nc4ccc(C(F)(F)F)cc4)c(=O)c23)CC1	-3.3
C=CCSc1nc2sc3c(c2c(=O)n1-c1ccc(C)cc1)C(C)CCC3 (stereo not given)	9.7
COc1ccc(N2CCN(CCCNC(=O)c3ccc4nc(CCc5ccccc5)oc4c3)CC2)cc1	6.1
Cc1cccc(N2CCN(C(=O)CN3C(=O)COc4ccc(S(=O)(=O)N5CCCC5)cc43)CC2)c1C	0.6
CCCOc1cccc(NC(=O)OC(C)(C)C)c1	-4.6
CCc1ccccc1NC(=O)C1COc2ccccc2C1 (stereo not given)	-4.5
Cc1nnc([S+]2CCCC2)s1	4.9
CC(=O)c1ccccc1C(=O)NCc1cccnc1	10.8
Cc1ccc2c(c1)N(C(=O)N1CCC(C(=O)NCc3ccccc3F)CC1)CC(C)O2 (stereo not given)	-8.2
